M5 ag = human M5 muscarinic receptor agonists, primary screen, CHO-K1 cells, Fluo-8 calcium fluorescence; AID 624037, 2012; Muscarinic acetylcholine receptor M5 (Homo sapiens), P08912; activation, % at 3 µM; hit rate 0.19% among 360,000; CHO-K1 hM5 cells; 0% DMSO wells, 100% maximal acetylcholine response;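 active = activation above the run's mean over test compounds plus 3 SD, cut at about 23% in these data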;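 also: signal is peak over basal fluorescence ratio across the kinetic read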
Target sequence (P08912 whole entry, looked up): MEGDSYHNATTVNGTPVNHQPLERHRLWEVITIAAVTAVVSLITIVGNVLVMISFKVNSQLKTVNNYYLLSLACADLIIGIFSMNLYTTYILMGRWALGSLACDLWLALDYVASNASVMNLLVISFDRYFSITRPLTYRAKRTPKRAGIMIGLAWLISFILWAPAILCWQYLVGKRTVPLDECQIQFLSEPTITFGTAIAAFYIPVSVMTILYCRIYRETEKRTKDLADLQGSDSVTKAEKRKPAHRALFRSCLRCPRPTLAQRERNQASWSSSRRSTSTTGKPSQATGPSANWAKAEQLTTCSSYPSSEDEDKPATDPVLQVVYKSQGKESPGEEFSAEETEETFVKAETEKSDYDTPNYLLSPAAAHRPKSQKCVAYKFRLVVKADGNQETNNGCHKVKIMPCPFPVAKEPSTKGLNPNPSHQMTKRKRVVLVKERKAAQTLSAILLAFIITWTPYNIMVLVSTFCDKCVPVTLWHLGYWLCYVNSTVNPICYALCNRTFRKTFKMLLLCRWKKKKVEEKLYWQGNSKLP
TAAR1 ag = human TAAR1 agonists, primary screen, Fluo-8 calcium fluorescence, CHO RD-HGA16 cells; vehicle wells 0%, saturating PEA agonist 100%; Trace amine-associated receptor 1 (Homo sapiens), Q96RJ0; hit rate 0.99% among 360,000; activation, % at 3 µM;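 active = activation above the mean activation of all test compounds in the run plus 3 SD, cut at about 38% in these data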
Target sequence (Q96RJ0 whole entry, looked up): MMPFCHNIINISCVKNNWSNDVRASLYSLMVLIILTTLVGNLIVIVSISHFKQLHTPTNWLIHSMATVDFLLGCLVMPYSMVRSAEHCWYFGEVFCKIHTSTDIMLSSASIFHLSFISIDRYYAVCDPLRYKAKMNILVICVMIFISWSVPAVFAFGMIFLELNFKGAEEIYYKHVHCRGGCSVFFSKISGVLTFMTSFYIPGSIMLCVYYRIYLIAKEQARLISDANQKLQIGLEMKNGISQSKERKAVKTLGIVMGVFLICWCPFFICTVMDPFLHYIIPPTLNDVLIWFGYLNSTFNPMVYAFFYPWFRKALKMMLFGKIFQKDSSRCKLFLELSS
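Assay system – CHO-derived RD-HGA16 cells with stable Gα16 and human TAAR1 · Compound dosing – one-point dosing at 3 µM (nominal) · Incubation – 17-24 h seeding, 75 min 37 °C dye, 30 min RT · Measured by – kinetic Fluo-8 calcium fluorescence · Control set – DMSO vehicle as 0%, PEA at EC100 as 100% · Repeats – single well for each compound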
CRFBP-R2 agonist = agonists of CRF-BP/CRF-R2 complex, primary screen, cell-based, HEK293, calcium dye fluorescence, uHTS; CRF-binding protein / CRF receptor 2 complex (human); activation, % at 13.2 µM; hit rate 0.46% among 350,000; calcium dye fluorescence (FLIPR); percent of saturating CRF peptide response;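 active = activation of at least 50%, plus an integration ratio under a set limit after plate pattern correction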;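 also: plate controls were neutral control wells without compound for no effect and CRF at EC100 for full effect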
M1 PAM parental = nonselective calcium activators in parental CHO-K1 cells, primary screen, counter-screen for M1 PAM project, cell-based, Fluo-8 calcium fluorescence, full deck, 1536-well; ATP EC20; 0% at ATP EC20, 100% at ATP max; activation, % at 3 µM; hit rate 0.02% among 360,000;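 active = activation above the run cutoff, the mean activation of all test compounds plus 3 SD, cut at about 40% in these data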;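 also: peak over basal fluorescence ratio in a 140 s read after ATP addition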
TAAR1 antagonist = human TAAR1 antagonists, primary screen, Fluo-8 calcium fluorescence, CHO RD-HGA16 cells; hit rate 1.5% among 360,000; Trace amine-associated receptor 1 (Homo sapiens), Q96RJ0; antagonist; inhibition, % at 3 µM;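 active = inhibition above a per-plate cutoff, the mean inhibition of test compounds on that plate plus 3 SD, cut at about 49% in these data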;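 also: 0% = DMSO plus EC80 beta-PEA response and 100% = DMSO alone without agonist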
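System: CHO RD-HGA16 cells bearing hTAAR1. Reagent: EC80 β-phenethylamine stimulus. Schedule: seeding 17-24 h prior, 75-min 37 °C, 30-min RT dye loading. Signal: Fluo-8 intracellular calcium dye fluorescence, real-time kinetic reads. Read-out: % inhibition from peak post-agonist over basal fluorescence ratio. Benchmarks: vehicle wells and EC80 agonist wells. Replicates: n of 1.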
CRFR2-BP antag = antagonists of CRF-BP/CRF-R2 complex, primary screen, cell-based, HEK293, calcium dye fluorescence, uHTS. CRF-induced calcium fluorescence. inhibition, % at 11.8 µM. hit rate 0.59% among 350,000. AID 588475, 2011;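 active = inhibition of the ligand-induced calcium signal above about 50% at the single tested concentration, limit read from the data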
CHRM5 PAM = human M5 muscarinic receptor positive allosteric modulators, primary screen, CHO-K1 cells, Fluo-8 calcium fluorescence; Muscarinic acetylcholine receptor M5 (Homo sapiens), P08912; CHO-K1 hM5, ACh EC20 PAM; 0% = ACh EC20, 100% = ACh EC100; activation, % at 3 µM; hit rate 0.3% among 360,000;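 active = activation above the run cutoff, the mean activation of all test compounds plus 3 SD, cut at about 18% in these data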
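system = human M5 receptor in CHO-K1 cells | reagent = EC20 acetylcholine as agonist stimulus | compound dosing = single-point, 3 µM nominal | incubation = Fluo-8 loading 80 min at 37 °C plus 30 min room temperature | detection = Fluo-8 calcium dye fluorescence, kinetic read | benchmarks = low control EC20 acetylcholine (0%), high control EC100 acetylcholine (100%)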
M5 antag = human M5 muscarinic receptor antagonists, primary screen, CHO cells, Fluo-8 calcium fluorescence. Muscarinic acetylcholine receptor M5 (Homo sapiens), P08912. CHO-hM5 cells, ACh EC80. inhibition, % at 3 µM. hit rate 0.59% among 360,000. AID 624040, 2012;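 active = inhibition above a per-plate cutoff, the mean of that plate's test compounds plus 3 SD, cut at about 27% in these data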;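 also: 0% = acetylcholine EC80 with DMSO and 100% = DMSO without agonist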
M4 PAM = human M4 muscarinic receptor positive allosteric modulators, primary screen, CHO-K1 cells, Fluo-8 calcium fluorescence; Muscarinic acetylcholine receptor M4 (Homo sapiens), P08173; CHO-K1 hM4/Gqi5, ACh EC20; 0% = ACh EC20, 100% = maximal ACh; activation, % at 3 µM; hit rate 0.4% among 360,000;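 active = activation above its plate's cutoff, the mean activation of sample wells plus 3 SD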; also: some results filed as inactive read as strong as hits
The depositor's hits bear a star.

Results for CCC(=O)Nc1cccc(C2=NOC3(C2)C[C@H](C(N)=O)N(C(=O)CC#N)C3)c1 (stereo partly specified) ?
M5 ag: 0; TAAR1 ag: 3; CRFBP-R2 agonist: -0.5; M1 PAM parental: -4; TAAR1 antagonist: 8; CRFR2-BP antag: -4; CHRM5 PAM: -2; M5 antag: 16; M4 PAM: 10

How did Cc1c(C(=O)OCC(=O)Nc2ccc3c(c2)OCO3)cccc1[N+](=O)[O-] do in these assays?
M5 ag: 0; TAAR1 ag: 6; CRFBP-R2 agonist: 0.9; M1 PAM parental: -11; TAAR1 antagonist: -9; CRFR2-BP antag: -32; CHRM5 PAM: -6; M5 antag: 7; M4 PAM: -1

How did O=C(O)CC(C(=O)O)C(=Cc1ccccc1)c1ccccc1 (stereo unspecified) do in these assays?
M5 ag: 7; TAAR1 ag: 3; CRFBP-R2 agonist: -1.1; M1 PAM parental: -10; TAAR1 antagonist: -25; CRFR2-BP antag: 16; CHRM5 PAM: 1; M5 antag: 9; M4 PAM: 4

What do the screens show for `Cc1ccc(CNC(=O)c2ccc(CNS(=O)(=O)c3ccc4c(c3)C(C)(C)C(=O)N4C)cc2)o1`?
M5 ag: 1; TAAR1 ag: 1; CRFBP-R2 agonist: -1.4; M1 PAM parental: -2; TAAR1 antagonist: 17; CRFR2-BP antag: -16; CHRM5 PAM: -3; M5 antag: 4; M4 PAM: -2

Results for Cc1ccc(NC(=O)CSCC(=O)N(C)CCOc2ccc(Cl)cc2)cc1 ?
M5 ag: -3; TAAR1 ag: 0; CRFBP-R2 agonist: -1.5; M1 PAM parental: 13; TAAR1 antagonist: -17; CRFR2-BP antag: 6; CHRM5 PAM: -8; M5 antag: 2; M4 PAM: 9

What do the screens show for `C(=C\c1ccccc1)/C=N/Nc1nc2ccccc2s1`?
M5 ag: 0; TAAR1 ag: 20; CRFBP-R2 agonist: -0.2; M1 PAM parental: 11; TAAR1 antagonist: -3; CRFR2-BP antag: -18; CHRM5 PAM: -8; M5 antag: -1; M4 PAM: 7

What do the screens show for `COc1ccc(-c2cc(=O)oc3cc(OCC(=O)NCCN4CCOCC4)ccc23)cc1`?
M5 ag: -2; TAAR1 ag: 2; CRFBP-R2 agonist: -0.7; M1 PAM parental: -7; TAAR1 antagonist: -6; CRFR2-BP antag: 1; CHRM5 PAM: -3; M5 antag: 3; M4 PAM: 4

What do the screens show for `CN(C)Cc1ccccc1Sc1ccc2c(c1)CCCC2`?
M5 ag: -10; TAAR1 ag: 20; CRFBP-R2 agonist: 0.1; M1 PAM parental: -5; TAAR1 antagonist: -37; CRFR2-BP antag: -2; CHRM5 PAM: -11; M5 antag: 11; M4 PAM: -7

Results for COc1ccc(OC)c(CN(CCCN2CCOCC2)C(=O)Nc2ccccc2)c1 ?
M5 ag: 2; TAAR1 ag: 3; CRFBP-R2 agonist: -1.2; M1 PAM parental: 7; TAAR1 antagonist: 7; CRFR2-BP antag: 2; CHRM5 PAM: 8; M5 antag: -6; M4 PAM: 21

How did CCOc1ccc(NC(=O)C2(c3ccc(OC)c(OC)c3)CCCC2)cc1 do in these assays?
M5 ag: 0; TAAR1 ag: 5; CRFBP-R2 agonist: -3.3; M1 PAM parental: 7; TAAR1 antagonist: -7; CRFR2-BP antag: 9; CHRM5 PAM: -3; M5 antag: 9; M4 PAM: -5

How did COCCN(C(=O)COC(=O)Cc1cccc2ccccc12)c1c(N)n(Cc2ccccc2)c(=O)[nH]c1=O do in these assays?
M5 ag: -4; TAAR1 ag: 1; CRFBP-R2 agonist: -0.8; M1 PAM parental: 9; TAAR1 antagonist: -17; CRFR2-BP antag: -9; CHRM5 PAM: 1; M5 antag: 0; M4 PAM: 1

What do the screens show for `C(=N\N1CCN(Cc2ccccc2)CC1)/c1cccnc1`?
M5 ag: -5; TAAR1 ag: 3; CRFBP-R2 agonist: -1.3; M1 PAM parental: 18; TAAR1 antagonist: -3; CRFR2-BP antag: 19; CHRM5 PAM: -1; M5 antag: 1; M4 PAM: 25

What do the screens show for `Cc1nc(SCC(=O)NCCc2ccccc2)n[nH]1`?
M5 ag: -2; TAAR1 ag: 7; CRFBP-R2 agonist: -1.2; M1 PAM parental: -4; TAAR1 antagonist: 37; CRFR2-BP antag: 4; CHRM5 PAM: -3; M5 antag: 4; M4 PAM: 2

Results for O=C1C[C@@H]2c3c(cccc3CN1Cc1ccc(Br)cc1)C[C@@H](O)[C@H]2O ?
M5 ag: 5; TAAR1 ag: 13; CRFBP-R2 agonist: 0.8; M1 PAM parental: 5; TAAR1 antagonist: 6; CRFR2-BP antag: -2; CHRM5 PAM: -2; M5 antag: 6; M4 PAM: 7

Results for O=C(CCc1ccccc1)Nc1nc2n(n1)C(c1ccccc1)CC(=O)N2 (stereo unspecified) ?
M5 ag: 0; TAAR1 ag: 3; CRFBP-R2 agonist: -0.3; M1 PAM parental: 18; TAAR1 antagonist: -10; CRFR2-BP antag: 17; CHRM5 PAM: -1; M5 antag: 4; M4 PAM: 5

What do the screens show for `COc1ccccc1NC(=O)CN1C(=O)NC(CC(C)C)C1=O` (stereo unspecified)?
M5 ag: 2; TAAR1 ag: 1; CRFBP-R2 agonist: -1.0; M1 PAM parental: 16; TAAR1 antagonist: 16; CRFR2-BP antag: -6; CHRM5 PAM: 3; M5 antag: 0; M4 PAM: 21

How did O=C(c1cccnc1)n1nc(-c2ccco2)nc1NCc1cccs1 do in these assays?
M5 ag: 0; TAAR1 ag: 1; CRFBP-R2 agonist: 0.2; M1 PAM parental: 8; TAAR1 antagonist: -22; CRFR2-BP antag: -4; CHRM5 PAM: 0; M5 antag: 1; M4 PAM: 0

Results for CCCn1c(N)c(C(=O)CSc2nncs2)c(=O)[nH]c1=O ?
M5 ag: 0; TAAR1 ag: 4; CRFBP-R2 agonist: -1.1; M1 PAM parental: 10; TAAR1 antagonist: -4; CRFR2-BP antag: -12; CHRM5 PAM: 11; M5 antag: 0; M4 PAM: 2

How did Cn1c(=O)c2c(nc(CN3CCN(C(=O)c4ccco4)CC3)n2Cc2ccccc2)n(C)c1=O do in these assays?
M5 ag: -2; TAAR1 ag: 3; CRFBP-R2 agonist: -2.3; M1 PAM parental: -5; TAAR1 antagonist: -7; CRFR2-BP antag: -2; CHRM5 PAM: 2; M5 antag: -1; M4 PAM: 12

Results for CCCc1cc(=O)[nH]c(SCC(=O)c2cc(C)n(CCOC)c2C)n1 ?
M5 ag: 2; TAAR1 ag: 6; CRFBP-R2 agonist: 0.4; M1 PAM parental: 21; TAAR1 antagonist: 3; CRFR2-BP antag: -1; CHRM5 PAM: 5; M5 antag: -5; M4 PAM: 19

Three entries drawn at random from those above:
What do the screens show for `Cc1ccc(CNC(=O)c2ccc(CNS(=O)(=O)c3ccc4c(c3)C(C)(C)C(=O)N4C)cc2)o1`?
M5 ag: 1; TAAR1 ag: 1; CRFBP-R2 agonist: -1.4; M1 PAM parental: -2; TAAR1 antagonist: 17; CRFR2-BP antag: -16; CHRM5 PAM: -3; M5 antag: 4; M4 PAM: -2

What do the screens show for `Cc1nc(SCC(=O)NCCc2ccccc2)n[nH]1`?
M5 ag: -2; TAAR1 ag: 7; CRFBP-R2 agonist: -1.2; M1 PAM parental: -4; TAAR1 antagonist: 37; CRFR2-BP antag: 4; CHRM5 PAM: -3; M5 antag: 4; M4 PAM: 2

How did COCCN(C(=O)COC(=O)Cc1cccc2ccccc12)c1c(N)n(Cc2ccccc2)c(=O)[nH]c1=O do in these assays?
M5 ag: -4; TAAR1 ag: 1; CRFBP-R2 agonist: -0.8; M1 PAM parental: 9; TAAR1 antagonist: -17; CRFR2-BP antag: -9; CHRM5 PAM: 1; M5 antag: 0; M4 PAM: 1

Next entries follow.
What do the screens show for `CCN(CC)C(=O)C1CCN(Cc2ccc(Br)cc2)CC1`?
M5 ag: -3; TAAR1 ag: 6; CRFBP-R2 agonist: -1.4; M1 PAM parental: -2; TAAR1 antagonist: -5; CRFR2-BP antag: 8; CHRM5 PAM: 10; M5 antag: 0; M4 PAM: 23

How did O=C(NCCc1ccccc1)c1ccccc1[N+](=O)[O-] do in these assays?
M5 ag: -5; TAAR1 ag: 2; CRFBP-R2 agonist: -0.6; M1 PAM parental: 22; TAAR1 antagonist: -6; CRFR2-BP antag: 11; CHRM5 PAM: 8; M5 antag: 7; M4 PAM: -1

Results for CC(C)(C)OC(=O)C1=C(CO)CS[C@@H]2[C@H](NC(=O)Cc3ccccc3)C(=O)N12 ?
M5 ag: 2; TAAR1 ag: 0; CRFBP-R2 agonist: 4.3; M1 PAM parental: -1; TAAR1 antagonist: -5; CRFR2-BP antag: -6; CHRM5 PAM: 1; M5 antag: -10; M4 PAM: -1

Results for O=C(Nc1nccs1)C1CCCN1S(=O)(=O)c1ccc(Cl)cc1 (stereo unspecified) ?
M5 ag: 2; TAAR1 ag: 5; CRFBP-R2 agonist: 3.2; M1 PAM parental: 15; TAAR1 antagonist: -10; CRFR2-BP antag: -15; CHRM5 PAM: 2; M5 antag: -17; M4 PAM: 11

How did CCOC(=O)c1c(C)[nH]c(C(=O)CSc2nc(C)cc(C)n2)c1C do in these assays?
M5 ag: 6; TAAR1 ag: 6; CRFBP-R2 agonist: 0.4; M1 PAM parental: -13; TAAR1 antagonist: 4; CRFR2-BP antag: -8; CHRM5 PAM: -5; M5 antag: -1; M4 PAM: -7

How did Cc1ccc(Cl)cc1NC(=O)CCS(=O)(=O)c1ccc2c(c1)n(C)c(=O)c(=O)n2C do in these assays?
M5 ag: 0; TAAR1 ag: 0; CRFBP-R2 agonist: 5.7; M1 PAM parental: 15; TAAR1 antagonist: 2; CRFR2-BP antag: 0; CHRM5 PAM: 0; M5 antag: 1; M4 PAM: 10

How did O=C(CN1CCC(C(=O)c2ccc(Cl)cc2)CC1)NC1CCCC1 do in these assays?
M5 ag: 0; TAAR1 ag: -1; CRFBP-R2 agonist: -1.2; M1 PAM parental: 12; TAAR1 antagonist: 3; CRFR2-BP antag: 6; CHRM5 PAM: -2; M5 antag: 10; M4 PAM: 1

How did CC1CN(CCOc2ccccc2C(C)C)CC(C)O1 (stereo unspecified) do in these assays?
M5 ag: -2; TAAR1 ag: 0; CRFBP-R2 agonist: -1.5; M1 PAM parental: 19; TAAR1 antagonist: 3; CRFR2-BP antag: 2; CHRM5 PAM: -9; M5 antag: 1; M4 PAM: -1
